Bioassay records deposited in PubChem by Broad Institute.
RAD54 inh: blocks human RAD54 Holliday junction branch migration | Q92698 | FAM/BHQ fluorescence | inhibition, % at 10.4 µM | hit rate 0.14% among 360,000;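 active = mean normalized replicate activity at least 40 and at least half of replicates scoring 40 or more; inconclusive = only one of the two criteria met; inactive = mean below 40 and under half of replicates reaching 40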;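 note: 0% = median of neutral control wells and 100% = median of positive control wells; inhibitors cause a drop in the FAM fluorescence signal; in these data hits start at about 50%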
EWS-Fli inh: blocks EWS/Fli oncoprotein-driven transcription; inhibition, % at 12.6 µM; hit rate 0.67% among 350,000; AID 651661; A673 NR0B1-luciferase reporter, viability-normalised;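 active = mean inhibition of at least 50% after viability correction, with every replicate also passing that limit; inconclusive = mean reaches 50% but only one of two replicates passes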;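 note: firefly luciferase signal divided by Alamar Blue viability fluorescence both relative to DMSO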
XiGFP reactiv: reactivates the inactive X chromosome in mouse fibroblasts; XiGFP mouse fibroblasts, % GFP-positive cells imaging, 3 d; cells co-treated with 5-aza-dC sensitizer; scaled so ellipticine positive control = 100%; hit rate 0.055% among 360,000; AID 743238; activation, % at 7.58 µM;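 active = mean normalized replicate activation at least 10% and every replicate at or above 10%; inconclusive = only one of the two criteria met; inactive = mean below 10% and not all replicates reach 10%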;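 note: 0% = median of on-plate neutral control wells and 100% = ellipticine 6 µM median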
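System: XiGFP fibroblasts, SV40-immortalized. Medium: DMEM plus 5-aza-dC sensitizer. Doses: single point. Timing: 3 d treatment, 15 min room-temperature fixation. Control set: ellipticine 6 µM.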
FN deposit inh: fibronectin deposition inhibition; AH1F fibroblasts, Alexa488-fibronectin deposition fluorescence, overnight; inhibition, % at 12.6 µM; hit rate 0.086% among 350,000;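 active = mean inhibition across replicates of 30% or more, regardless of how many single replicates reach that level; inconclusive = mean under 30% yet at least half of replicates reach 30%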;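 note: positive control wells lacked labelled fibronectin entirely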
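material = AH1F fibroblast monolayer depositing Alexa488-labelled fibronectin into matrix | amount = 10000 AH1F cells/well | buffer or medium = DMEM plus 2% serum, read in PBS | incubation = 1 h cell adhesion before compound, then overnight fibronectin incubation | detection = fluorescence at 485 nm excitation, 525 nm emission | evaluation = percent inhibition as loss of matrix-bound fibronectin fluorescence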
RAD52 anneal inh: RAD52 (human) annealing inhibition | P43351 | recombinant RAD52 DNA annealing, FRET fluorescence | inhibition, % at 18.7 µM | hit rate 0.46% among 360,000 | AID 651710;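 active = every replicate showing at least 50% inhibition; inconclusive = mean inhibition at least 50% but not in every replicate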
Target sequence (P43351 whole entry, looked up): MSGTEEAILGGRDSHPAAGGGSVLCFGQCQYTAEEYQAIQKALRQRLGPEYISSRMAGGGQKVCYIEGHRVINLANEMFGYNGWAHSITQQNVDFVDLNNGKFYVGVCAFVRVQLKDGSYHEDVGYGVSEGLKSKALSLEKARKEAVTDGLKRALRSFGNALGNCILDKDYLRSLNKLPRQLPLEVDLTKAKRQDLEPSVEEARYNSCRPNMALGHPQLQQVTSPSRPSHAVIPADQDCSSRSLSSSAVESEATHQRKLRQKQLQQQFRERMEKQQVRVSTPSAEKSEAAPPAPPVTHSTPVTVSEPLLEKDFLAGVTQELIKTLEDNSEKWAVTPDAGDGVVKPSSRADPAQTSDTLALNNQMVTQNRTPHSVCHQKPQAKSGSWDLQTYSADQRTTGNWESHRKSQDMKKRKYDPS
esBAF inh: SWI/SNF esBAF complex inhibition; hit rate 2% among 350,000; mouse ES cells, Bmi1-luciferase knock-in reporter, 24 h; 100% = twice the neutral-well signal; reporter increase, % at 12.5 µM; in the data active = activation above about 40%; inconclusive = no clear call, values can overlap the other calls;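 note: 0% = median of the plate's neutral control wells and 100% = double that signal; a rise in the Bmi1 reporter signal indicates esBAF inhibition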
S100A4 inh HTS: S100A4-myosin IIA interaction inhibition; P26447; S100A4/TAMRA-MyoIIA peptide fluorescence polarization; inhibition, % at 10.7 µM; hit rate 0.14% among 360,000;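 active = mean inhibition of at least 70% across replicates, with every replicate also reaching that level; inconclusive = mean inhibition reaches 70% but some replicates fall short; inactive = mean inhibition below 70%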
Target sequence (P26447 whole entry, looked up): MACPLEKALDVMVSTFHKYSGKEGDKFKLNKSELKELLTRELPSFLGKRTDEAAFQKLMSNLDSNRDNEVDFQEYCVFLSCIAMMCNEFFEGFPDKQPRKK
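assay system = human S100A4 monomer with TAMRA-labelled myosin IIA peptide | also added = labelled myosin peptide probe, 5 nM | incubation = 5 min between mix addition and reading | control set = DMSO and TFP controls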
E-selectin induc: induces E-selectin expression in human endothelial cells | activation, % at 7.58 µM | P16581 | hit rate 0.37% among 260,000 | HUVEC E-selectin immunofluorescence imaging; normalized: neutral wells 0, TNF-alpha wells 100;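 active = mean E-selectin-positive cell signal at least 10% of the positive control, reached in at least 60% of replicates, without over 20% cell loss; inconclusive = no rule given, readout overlaps actives, possibly toxicity-flagged; inactive = the rest, including those meeting only one limit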;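 note: in these data hits start at about 27%; measured in HUVEC primary endothelial cells; signal is the percent of cells scored E-selectin positive by PE staining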
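System: HUVEC, human umbilical vein endothelial cells; quantity: 3,000 cells/well; buffer or medium: EGM-2 medium, gelatin-coated wells; dosing: single-point compound dose; detection: immunofluorescence imaging; evaluation: % PE-positive cells; benchmarks: TNF-alpha, DMSO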
Active calls of the source: *; u = inconclusive; x = no result given; & = joins results of further samples.

Structure | RAD54 inh | EWS-Fli inh | XiGFP reactiv | FN deposit inh | RAD52 anneal inh | esBAF inh | S100A4 inh HTS | E-selectin induc
COc1cc(/C=C/C(=O)OC(C)C(=O)Nc2c(C)n(C)n(-c3ccccc3)c2=O)ccc1OCC#N (stereo not given) | 0 | -4 | 0.0 | 5 | -14 | -9 | -3 | -0.4
O=C(NCC[C@@H]1CC[C@H](NS(=O)(=O)c2ccccc2)[C@@H](CO)O1)c1cc(Cl)cc(Cl)c1 | -13 | 9 | -0.3 | -6 | 0 | 5 | 33 | 2.0
Cc1ccc(S(=O)(=O)NCc2csc(C)n2)cc1 | 1 | -4 | 0.2 | 2 | -14 | -7 | -3 | -0.2
COc1ccc2c3c(n(C)c2c1)[C@@H](CO)N(C)CC31CN(C(=O)c2cccnc2)C1 | x | 0 | 0.0 | x | 11 | x | 53 | 0.0
CC1(C)c2[nH]c3ccccc3c2C[C@H]2C(=O)N(Cc3ccc(F)cc3)C(=O)N21 | 8 | 7 | 0.0 | -4 | -18 | -3 | 2 | 0.0
C[C@H](CO)N1C[C@H](C)[C@H](CN(C)C(=O)NC2CCCCC2)OCCCC[C@H](C)Oc2ccc(NS(=O)(=O)c3cn(C)cn3)cc2C1=O | -8 | -3 | 0.1 | x | 15 | 1 | 10 | 0.0
CNC(=S)NNC(=O)c1noc(C)c1C(=O)N1CCN(C(c2ccccc2)c2ccccc2)CC1 | x | 8 | 0.0 | 9 | -3 | 0 | 1 | x
O=C(COc1ccccc1)N1N=C(c2cccnc2)CC1(O)C(F)(F)F (stereo not given) | 4 | x | -0.1 | -10 | x | x | x | 0.0
Cc1cc(C(=O)Nc2cccc3c2O[C@H](CN(C)Cc2ccc4c(c2)OCO4)[C@H](C)CN([C@H](C)CO)C3=O)n(C)n1 | -15 | -3 | -0.1 | x | 7 | -1 | 0 | -7.7
Cc1ccc(O)c(CO)n1 | 5 | -1 | 0.3 | 5 | -5 | x | -2 | x
C[C@@H]1C=C(C(=O)NCc2nc3ccccc3[nH]2)O[C@H](OCc2ccc(CO)cc2)C1 | -15&0 | -7&8 | 0.0 | -8 | 12&-25 | 9 | 3&-5 | -0.7
C[C@@H]1CCCCO[C@H](CN(C)C(=O)Nc2ccc(F)cc2)[C@@H](C)CN([C@H](C)CO)C(=O)c2cc(NC(=O)Nc3ccc(C(F)(F)F)cc3)ccc2O1 | 2 | -14 | 0.6 | x | 16 | -2 | -7 | 0.1
Cc1ccc(F)cc1NC(=O)N1CCCN(C(=O)OC(C)(C)C)CC1 | x | 2 | -0.1 | 12 | -10 | -13 | -1 | 1.8
CC(C)CC#Cc1ccc2c(c1)O[C@@H](CN(C)C(=O)Nc1ccccc1F)[C@@H](C)CN([C@H](C)CO)S2(=O)=O | 3 | 2 | -1.1 | -15 | -24 | 3 | 6 | 0.8
N#CCCN(C(=O)COC(=O)c1ccc(Cl)nc1)c1ccc2c(c1)OCCO2 | -10 | -9 | 0.0 | 11 | -10 | -1 | -4 | 0.0
O=C(CNC(=O)c1ccc(Cl)cc1)Nc1ccc(S(=O)(=O)Nc2ncccn2)cc1 | -9 | 2 | 0.3 | -2 | -11 | -4 | -3 | 0.0
CCN(CC)C(=O)Cn1ncc2c1-c1ccccc1OC2 | 5 | -3 | 0.1 | -7 | -10 | -1 | -2 | x
CCOCCCNC(=O)C(c1ccccc1)N(Cc1ccc2c(c1)OCO2)C(=O)CNC(C)=O (stereo not given) | -9 | x | x | -9 | -2 | x | 0 | x
CCc1ccccc1NC(=O)c1onc(C)c1Cl | -2 | 0 | 0.1 | -7 | 3 | -2 | 4 | 0.2
CN(C)S(=O)(=O)Oc1ccc(Cl)cc1C(=O)Nc1ccc(F)cc1F | x | 4 | 0.0 | 5 | -13 | x | 5 | -2.7

A second format for part of the listing above:
Every second line gives: RAD54 inh, EWS-Fli inh, XiGFP reactiv, FN deposit inh, RAD52 anneal inh, esBAF inh, S100A4 inh HTS, E-selectin induc
- CC(C)CC#Cc1ccc2c(c1)O[C@@H](CN(C)C(=O)Nc1ccccc1F)[C@@H](C)CN([C@H](C)CO)S2(=O)=O
→ 3, 2, -1.1, -15, -24, 3, 6, 0.8
- N#CCCN(C(=O)COC(=O)c1ccc(Cl)nc1)c1ccc2c(c1)OCCO2
→ -10, -9, 0.0, 11, -10, -1, -4, 0.0

(continued)
Structure | RAD54 inh | EWS-Fli inh | XiGFP reactiv | FN deposit inh | RAD52 anneal inh | esBAF inh | S100A4 inh HTS | E-selectin induc
C[C@H]1CN([C@@H](C)CO)C(=O)c2cc(C3=CCCC3)cnc2O[C@@H]1CN(C)C(=O)c1ccc2c(c1)OCO2 | 0 | 4 | -0.6 | x | 8 | 6 | -3 | 0.2
O=C(c1ccc(-n2cncn2)c2ccoc12)N1CCOCC1 | -6 | 2 | -0.1 | -10 | -11 | 1 | -4 | -0.2
O=C(COC(=O)C12CC3CC(CC(C3)C1)C2)Nc1ccc([N+](=O)[O-])cc1Br | -10 | x | 0.0 | -1 | x | x | x | 0.2
CN(CC1CCCN(CCc2cccc(C(F)(F)F)c2)C1)C(=O)c1ccc2nc[nH]c2c1 (stereo not given) | -11 | x | 0.3 | 11 | -8 | -2 | -9 | x
Cc1cc2c(c(SCC(=O)NCc3ccccc3Cl)n1)C(=O)OC2 | -2 | -1 | -0.1 | x | -20 | 2 | -19 | x
COc1ccc2c3c([nH]c2c1)[C@H](CO)N(Cc1ccccc1)CC31CN(C(=O)NC(C)C)C1 | x | -3 | 0.1 | x | -38 | x | 33 | 0.3
NN=C(c1ccccc1)c1ccccc1 | 5 | 2 | -0.1 | -13 | -6 | 4 | 3 | 0.1
CC(=O)Nc1ccc(S(=O)(=O)Nc2ccc(C)c([N+](=O)[O-])c2)cc1 | 4 | 11 | 0.0 | -8 | -19 | x | -4 | 2.4
C[C@@H]1CN([C@@H](C)CO)S(=O)(=O)c2ccc(Br)cc2O[C@H]1CN(C)Cc1cccc(F)c1 | -4 | 15 | -0.9 | -9 | 13 | 0 | -22 | -1.4
Cc1ccc(S(=O)(=O)Nc2ccc3c(c2)C(=O)N([C@H](C)CO)C[C@H](C)[C@@H](CN(C)Cc2ccc(C(F)(F)F)cc2)OCCCC[C@@H](C)O3)cc1 | 5 | 3 | 0.1 | 2 | 8 | -2 | 4 | x
CCCc1nc(SCC(=O)c2ccc(OC)cc2)c2ccccc2n1 | 3 | -12 | 0.0 | -3 | -14 | -21 | 0 | x
COc1ccccc1-c1ccc([C@H]2[C@@H](C#N)N(C(=O)C3CCC3)[C@@H]2CO)cc1 | -9 | -9 | 0.1 | -1 | -1 | 10 | -2 | -0.3
O=C(Cc1ccc2c(c1)CCCC2)Nc1ccccc1Br | 4 | -5 | x | x | -7 | 19 | 1 | x
COc1ccc(CN(C)C[C@H]2OCCCC[C@@H](C)Oc3ccc(NC(=O)Nc4cccc5ccccc45)cc3C(=O)N([C@@H](C)CO)C[C@H]2C)cc1 | -7 | u | 0.0 | x | -2 | -7 | 5 | 2.9
Fc1cccc2ncnc(OCc3ccccc3)c12 | x | 11 | 0.0 | -18 | -3 | x | 0 | x
COc1ccc(CCNCc2ccc(OCC(=O)N3CCCCC3)c(OC)c2)cc1OC | 4 | 2 | -0.3 | 0 | -11 | -5 | 7 | 0.4
COc1cccc(NC(=O)CN(C)C(=O)c2ccc(OCc3ccccc3)c(OC)c2)c1 | -12 | -11 | 0.6 | -1 | -6 | x | -1 | x
CC(C)C[C@H]1CN([C@@H](CC(C)C)CN2CCC[C@H]2CN2C(=O)C(=O)NC[C@@H]2Cc2ccc(O)cc2)C(=O)C(=O)N1CC1CCCCC1 | x | 3 | 0.1 | -7 | -6 | x | 6 | 0.8
C[C@@H]1CN([C@@H](C)CO)C(=O)c2cc(C#CC3CCCCC3)cnc2O[C@H]1CN(C)C(=O)Cc1ccccn1 | -9 | 15 | 0.1 | -1 | 4 | 4 | 5 | -2.1
COc1ccc(NC(=O)Nc2ccc3c(c2)C(=O)N([C@H](C)CO)C[C@H](C)[C@H](CN(C)S(C)(=O)=O)OCCCC[C@@H](C)O3)cc1 | 1 | -12 | 0.1 | x | 7 | -7 | 1 | 0.5
COCC(=O)Nc1ccc2c(c1)OC[C@@H](C)N(Cc1cccnc1)C[C@@H](C)[C@H](OC)CN(C)C2=O | x | x | 0.2 | 0 | -3 | x | 6 | 0.0
CCN(C(=O)COC(=O)c1cc(-c2cccs2)nc2ccccc12)C1CCS(=O)(=O)C1 (stereo not given) | x | -8 | 0.1 | -18 | -24 | x | -1 | 8.0
COC(=O)c1ccc(OC(=O)C23CCC(C)(C(=O)O2)C3(C)C)cc1 (stereo not given) | x | -2 | 0.0 | 6 | -7 | 2 | -12 | 18
Cc1ccc(S(=O)(=O)Nc2ccc3c(c2)CC(=O)N([C@H](C)CO)C[C@@H](C)[C@H](CN(C)C(=O)Nc2ccccc2)O3)cc1 | 9 | -4 | 0.4 | -10 | 19 | 4 | -11 | 0.1
C[C@@H]1CN([C@H](C)CO)C(=O)CCCn2nncc2CO[C@@H]1CN(C)Cc1ccccc1C(F)(F)F | -2 | -3 | 0.4 | 3 | -6 | 3 | -4 | 0.0
CCCCN1C(=O)C(CC(=O)NC2CCCCC2)CC(C(=O)N2CCCCCC2)=C1C (stereo not given) | x | -10 | -0.1 | -11 | -16 | x | -5 | -0.1
O=C(c1ccc2c(c1)OCO2)N1CCC2(CC1)Oc1ccc(Cl)cc1C(=O)C21CC(c2cccnc2)=NO1 (stereo not given) | -3 | 1 | 0.1 | 11 | -9 | -1 | -4 | -0.6
Cc1sc2ncnc(SCC(=O)Nc3ccc(S(=O)(=O)N4CCOCC4)cc3)c2c1C | -11 | 11 | 0.1 | x | -146 | -1 | -4 | 3.0
COc1ccc(C(=O)NCc2nnc(SC)n2C2CCCCC2)cc1 | -2 | -1 | 0.0 | -9 | -3 | -9 | -2 | 4.1
COc1cccc(/C=C2\SC(=O)N(CC(=O)NCCCn3ccnc3)C2=O)c1 | -1 | x | 0.0 | -1 | -1 | 4 | 1 | x
C[C@@H]1CCCCO[C@H](CN(C)Cc2ccc3c(c2)OCO3)[C@H](C)CN([C@@H](C)CO)C(=O)c2cc(NC(=O)Nc3ccc4c(c3)OCO4)ccc2O1 | 3 | 4 | 0.0 | 2 | 37 | 0 | -13 | x
Nc1ccc(-c2nc3cc(N)ccc3s2)cc1 | 2 | 38 | 0.4 | -6 | 1 | -18 | 0 | -2.2
CC(=O)NNS(=O)(=O)c1ccc(-c2cc(C(F)(F)F)n(C)n2)s1 | x | 5 | 0.0 | -19 | -7 | 9 | -8 | 0.0
CCCn1nc(NC(=O)c2cccs2)c2cc3ccc(C)cc3nc21 | -1 | 3 | -0.1 | 17 | -61 | -6 | 6 | x
